H9c2 TAG inh: reduces triacylglycerol accumulation in H9c2 cells. hit rate 0.66% among 230,000. Nile Red lipid (TAG) fluorescence; cells loaded with 200 µM oleic acid. inhibition, % at 12.5 µM;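 active means pattern-corrected inhibition of lipid staining of at least 50% with the nuclear-stain viability signal not falling by more than 50%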;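 further: 0% = DMSO wells and 100% = triacsin C control wells; some results filed as inactive read as strong as hits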
H9c2 TAG inh DAPI viability: recorded beside H9c2 TAG inh, whose call it bears; DAPI nuclei signal change (viability), lower = more cytotoxic, %;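 whole-well DAPI fluorescence read on a plate reader as a viability signal; minus 50 percent equals half of cells still viable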
Starred values were filed as active, the others as inactive. The list is partial, so the mix of outcomes need not match the whole.

SMILES	H9c2 TAG inh	H9c2 TAG inh DAPI viability
OC(c1ccc(Cl)c(F)c1)c1ncc(-c2ccccc2Cl)[nH]1 (stereo unspecified)	-29	-2
Nc1nccc(-c2cccs2)n1	0	-6
CN(C)S(=O)(=O)c1cccc(NC(=O)COC(=O)/C=C/c2ccc(Br)o2)c1	0	7
O=C(NC12CC3CC(CC(C3)C1)C2)c1ccc(=O)oc1	1	-6
CCOC(=O)Cc1csc(SCn2nnc3ccccc3c2=O)n1	-5	-6
O=C(CNC(=O)c1ccc(Br)o1)OCc1ccc(Br)cc1	11	-3
C=CCN(c1ccc(Cl)cc1)S(=O)(=O)c1cccc(C(=O)O)c1	-1	-17
Cc1ccccc1N=C1NC(=O)C(CO)(CO)S1	4	35
O=C(C1CCC(CNc2c(N3CCOCC3)c(=O)c2=O)CC1)N1CCN(c2ccccc2)CC1 (stereo unspecified)	-6	0
CCc1ccc([C@@H]2CC=C(C(=O)O)[C@H](c3ccc(Br)cc3)N2S(=O)(=O)c2ccc(C)cc2)cc1	2	14
CN1CCN(C(=S)NC(CC(=O)c2ccccc2)c2ccccc2)CC1 (stereo unspecified)	-1	9
OC[C@@H]1CN(Cc2ccc(-c3ccccc3)cc2)C[C@H](n2cnc3c(NC4CC4)ncnc32)O1	11	-10
O=C(COc1ccc(Cl)cc1Cl)Nc1ccccc1F	-2	-5
CC(=O)N1CCc2cc(S(=O)(=O)NC(CC(C)C)C(=O)N3CCc4ccccc4C3)ccc21 (stereo unspecified)	1	-2
CCN(C(=O)CN1CCN(c2cccc(Cl)c2)CC1)c1c(N)n(Cc2ccccc2)c(=O)[nH]c1=O	20	-12

Single values from the list.
In H9c2 TAG inh, `O=C(C1CCC(CNc2c(N3CCOCC3)c(=O)c2=O)CC1)N1CCN(c2ccccc2)CC1` (stereo unspecified) is listed with -6
In H9c2 TAG inh DAPI viability, `O=C(CNC(=O)c1ccc(Br)o1)OCc1ccc(Br)cc1` is listed with -3

Going on with the list.
SMILES	H9c2 TAG inh	H9c2 TAG inh DAPI viability
COc1ccc(N2C(=O)CCC(C(=O)O)C2c2ccc(F)cc2)cc1 (stereo unspecified)	2	3
COc1cc(N=Nc2ccc(Br)cc2)cc(C=O)c1O	17	-19
COc1ccc(Nc2nc(-c3ccccc3)nc3ccccc23)cc1S(=O)(=O)N1CCOCC1	32	15
Cc1ccc(C(=O)OCC(=O)Nc2c(C)nn(-c3ccccc3)c2C)c(O)c1	6	-4
O=c1[nH]c2ccccc2nc1/C=C(\O)c1cccs1	-7	14
Cc1ccccc1NC(=O)Nc1nc(C(N)Cc2ccccc2)cs1 (stereo unspecified)	32	-2
CC1CN(C2CC(C)(C)NC(C)(C)C2)CCC1=O (stereo unspecified)	-3	19
CCCCN1C(=O)C(=O)N(CC(=O)Nc2cc(Cl)ccc2OC)C1=O	-16	0
Cc1cccc([N+](=O)[O-])c1NC(=O)COC(=O)C1CC2CCCC(C1)C2=O (stereo unspecified)	-14	8
CC1(C)C(Cl)C(=O)C(C(=O)c2ccccc2)C(=O)C1Cl (stereo unspecified)	5	-2
CN(C)c1ccc(Cl)c(NC(N)=S)c1	4	9
C=CCOC(=O)N1CCC2CC1c1cc(-c3cccc(C)c3)ccc12 (stereo unspecified)	-28	6
COc1cccc(-c2nc(CS(=O)(=O)CC(=O)NC3CCCc4ccccc43)c(C)o2)c1 (stereo unspecified)	4	-8
COc1ccc(C(=O)Nc2ccc(OCC(=O)N3CCOCC3)cc2)c(OC)c1OC	12	-2
CCN(CC)c1cccc(OCC(=O)N2c3ccccc3CC2C)c1 (stereo unspecified)	-25	-4

Nothing new here: entries from further up.
SMILES	H9c2 TAG inh	H9c2 TAG inh DAPI viability
COc1ccc(C(=O)Nc2ccc(OCC(=O)N3CCOCC3)cc2)c(OC)c1OC	12	-2
CCN(CC)c1cccc(OCC(=O)N2c3ccccc3CC2C)c1 (stereo unspecified)	-25	-4

Remaining list, next part
SMILES	H9c2 TAG inh	H9c2 TAG inh DAPI viability
COc1ccc(S(=O)(=O)c2nnn(-c3cccc(OC)c3)c2N)cc1	-13	6
COCCn1c(C)cc(C2=NNC(=NC(C)(C)C)SC2)c1C	17	6
O=C(CCC1COc2ccccc2O1)Nc1ccc(Cl)cn1 (stereo unspecified)	12	-3
O=C1Nc2ccc([N+](=O)[O-])cc2OC1CCN1CCN(c2ccccc2)CC1 (stereo unspecified)	-9	-3
CCOC(=O)c1nc(NCCc2ccccc2)sc1C	-12	-6
CC(=O)NC(c1ccc(Cl)cc1)c1ccc2cccnc2c1O (stereo unspecified)	84	-72
CCn1c(=O)c(C(=O)NCc2cccnc2)c(O)c2ccccc21	-11	-1
O=C(c1ccco1)N1CCN(C(=O)c2cc(-c3ccccn3)nc3ccccc23)CC1	3	-15
CCO[C@@H]1OC(C(=O)O)=C[C@H](c2ccc(Br)cc2)[C@H]1CCCO	16	1
Cc1ccnc(NC(=O)CC(c2ccccc2)c2ccccc2)n1	-2	-2
CCCS(=O)(=O)N1CCN(c2ccccn2)CC1	-21	8
OCCC1CN(C2CCN(c3ccccc3F)CC2)CCN1Cc1ccccc1 (stereo unspecified)	-9	11
CCCCNC(=O)C(=O)NCCCn1ccnc1	-8	-8
CSC1=N/C(=C/c2cccnc2)C(=O)N1Cc1ccc(Cl)cc1	-28	-10
NS(=O)(=O)c1ccc(NC(=O)COC(=O)C2CC2)cc1	-4	1
Nc1ccc(Cl)cc1C(=O)c1ccc[nH]1	-3	-6
O=C(CCC1CCN(C(=O)c2cccc(Cl)c2F)CC1)Nc1ccccc1	-7	3
O=C(NCc1ccc2c(c1)OCO2)C(=O)Nc1ccccc1	7	-1
CCOC(=O)c1ccc(CSc2n[nH]c(C)n2)o1	-13	-11
Nc1ccn(Cc2cccc(F)c2)n1	-1	3
Cc1ccc(Cl)cc1NS(=O)(=O)c1ccccc1	-1	-2
Cc1cc(C)nc(NS(=O)(=O)c2ccc(-n3cccc3)cc2)n1	4	-5
CCC(C(=O)OCc1csc(CC(=O)Nc2ccccc2C)n1)c1ccccc1 (stereo unspecified)	-1	3
Cc1ccc(C(=O)NCC(c2ccc(F)cc2)N2CCOCC2)cc1 (stereo unspecified)	8	-11
COc1ccccc1N1C(=O)C2C3C=CC(C3)C2(C)C1=O (stereo unspecified)	7	-5
CC1CCN(S(=O)(=O)c2ccc3c(c2)oc(=O)n3CC(=O)N2CCc3ccccc3C2)CC1	0	-10
CCn1nc(NC(=O)C2CCCO2)c2cc3cc(C)ccc3nc21 (stereo unspecified)	1	13
Fc1ccccc1/C=N/n1cc(-c2ccccc2)[nH]c1=S	19	-9
CCOC(=O)/C=c1\s/c(=C\c2ccc(C#N)cc2)c(=O)n1CC(=O)Nc1cccc(C)c1C	50*	-32*
O=C(Nc1ccncc1)c1ccc(S(=O)(=O)Nc2ccccc2)cc1	-14	-4
O=C(CN1CCCCC1)Nc1nnc(-c2ccccc2)s1	3	0
CC(=O)Nc1ccc(NC(=O)C(C)OC(=O)CC23CC4CC(CC(Br)(C4)C2)C3)cc1 (stereo unspecified)	-4	-1
O=C(NC(=S)N1CCN(c2ccc(O)cc2)CC1)c1cccs1	8	-5
O=C(NCCS(=O)(=O)N1CCN(C(=O)c2ccco2)CC1)c1ccccc1	1	0
O=C(CN1c2ccccc2Sc2ccccc21)NNC(=O)Nc1cccc(Cl)c1	3	1
O=C(/C=C\Nc1cccc(F)c1)c1ccc2c(c1)OCO2	-1	-4
O=c1c2c(-c3cccs3)csc2ncn1/N=C/c1ccc(OC(F)F)cc1	-6	-10
COc1ccc(C2(C)NC(=O)N(CC(=O)Nc3ccc4c(c3)CCC4)C2=O)cc1OC (stereo unspecified)	-5	3
CCOc1ccc(Oc2ccc(Cl)cc2NC(=O)CCNC(C)=O)cc1	-1	-11
Cc1c(C(=O)Nc2ccc(S(N)(=O)=O)cc2)oc2ccc(Cl)cc12	1	4
CN1CCN(c2nc(-c3ccccc3)nc3c2oc2ccccc23)CC1	32	14
Cc1ccc(N2C(=O)c3ccccc3C2(O)c2ccccc2)cc1 (stereo unspecified)	4	-1
O=C(COC(=O)/C=C/c1ccccc1)Nc1cccnc1Cl	-1	-8
CCN(CC)c1ccc(C(=O)NNC(=O)c2cccn2C)cc1	-8	5
O=C(OCCOc1cccc(Cl)c1)c1cc(S(=O)(=O)N2CCCCC2)ccc1N1CCOCC1	-65	-20
CSCCC(NC(=O)OCc1ccccc1)C(=O)O (stereo unspecified)	-10	-4
O=S(=O)(c1ccccc1)N1CCc2ccccc21	-4	2
COc1cccc(NC(=O)COC(=O)C2=NN(c3ccccc3)C(=O)CC2)c1	-21	-2
Cn1c(N)c(C(=O)COC(=O)C2CCCC2)c(=O)n(C)c1=O	0	2
COc1ccccc1C(=O)NNC(=O)c1ccc(Cl)cc1	4	-5
COCCCNC(=O)C[C@H]1C[C@H](C(=O)N(C(C)C)C(C)C)[C@@]2(C)c3[nH]c4cc(CCC(=O)N(C)C)ccc4c3CCN2C1=O	-22	8
CCOC(=O)c1nnn(-c2nonc2N)c1COc1ccccc1	-6	8
CC(=O)c1ccc(NC(=O)c2ccc3nc(-c4ccco4)c(-c4ccco4)nc3c2)cc1	5	16
Cc1sc2ncn(CC(=O)Nc3cccc(S(N)(=O)=O)c3)c(=O)c2c1-c1ccccc1	11	2
CC(C)NC(=O)NC(=O)CSc1ccc(S(=O)(=O)N2CCOCC2)cn1	-9	5
COc1cccc(CNC(=O)c2cccc(NC3=NC4CS(=O)(=O)CC4S3)c2)c1 (stereo unspecified)	-9	-8
CCN(CC)CCN1C(=O)Cn2c(C)c(C)c3cccc1c32	11	10
O=C(C1CCCO1)N(c1ccc(F)cc1)C1C=CS(=O)(=O)C1 (stereo unspecified)	1	3
Cc1ccc(C)c(OCC(=O)NCC(c2ccco2)N2CCCCC2)c1 (stereo unspecified)	-16	5
COc1ccc(C(=O)Nc2cccc3c2C(=O)NC3=O)cc1S(=O)(=O)N1CCOCC1	24	-4

(more compounds)
SMILES	H9c2 TAG inh	H9c2 TAG inh DAPI viability
CNc1nc(-c2ccccc2)cc(C)c1S(C)(=O)=O	-11	67
COc1ccc(C(=O)Nc2ccc(NC(C)=O)cc2)cc1S(=O)(=O)N(C)Cc1ccccc1	2	3
CCOC(=O)c1ccc2nc(C)c(CC)c(Cl)c2c1	-5	10
CCOc1ccc(S(=O)(=O)Nc2cccc(C(=O)NCC(c3ccco3)N(C)C)c2)cc1 (stereo unspecified)	-5	4
CCOC(=O)N1CCN(C(=O)CCNS(=O)(=O)c2ccc3c(c2)c(=O)n(C)c(=O)n3C)CC1	-13	1
CC(Sc1n[nH]c(N)n1)C(=O)Nc1ccc(Cl)cn1 (stereo unspecified)	-1	9
CCCCn1c(N)c(N(CC(C)C)C(=O)c2cccc(S(=O)(=O)N3CCCCCC3)c2)c(=O)[nH]c1=O	4	-8
Cc1cccc(OCc2nc(-c3ccc(Br)o3)no2)c1	-5	7
CC(C)CN(C(=O)CSc1nncn1-c1ccccc1)c1c(N)n(CC(C)C)c(=O)[nH]c1=O	14	-8
COc1ccc(NC(=O)c2cc(C3CCCCN3C(=O)c3cc(F)ccc3C)on2)c(C)c1 (stereo unspecified)	-4	-16
O=C(O)CCC(C(=O)O)n1c(O)c(C2=c3ccccc3=NC2=O)sc1=S (stereo unspecified)	-9	-4
O=C(NC1CCCc2ccccc21)C1CCN(c2nnc(-n3cccc3)s2)CC1 (stereo unspecified)	18	-11
O=C(O)c1ccccc1C(=O)N(c1ccccc1)c1ccccc1	-1	1
NC1=NCC(O)=C1c1nc2ccccc2[nH]1	11	-2
C[C@H]1CCC[C@]2(O[C@@H](CCO)C[C@H](O)[C@H]2O)O1	18	6
COCCn1c(N)c(N(Cc2ccccc2)C(=O)Cc2c(Cl)cccc2Cl)c(=O)[nH]c1=O	4	-3
Cc1ccc(C(=O)NCc2ccc3c(c2)OCO3)cc1N1CCCC1=O	-12	-7
CNC(=S)/N=C(\Nc1ccc(C)cc1)c1ccccc1	17	-4
COc1ccc(C(=S)N2CCOCC2)cc1OS(=O)(=O)c1ccccc1[N+](=O)[O-]	-9	16
CC(C)C(NC(=O)c1ccc(F)cc1)C(=O)N1CCC1 (stereo unspecified)	-9	-8
Cc1cc(Cl)ccc1OCC(=O)NNC(=O)c1cccs1	-7	-1
COc1ccc(NC(=O)CSc2ncc(-c3ccc(F)cc3)n2Cc2ccco2)cc1	14	-7
COC(=O)c1ccc(S(=O)(=O)NCc2ccccn2)n1C	1	-2
OC(COCc1ccc(Cl)cc1)CN1CCN(c2ccccn2)CC1 (stereo unspecified)	-9	9
O=C(CCc1nc(-c2ccc(Cl)cc2)no1)NC1CCCCC1	10	3
COC(=O)C[C@H](NC(=O)Cn1cnc2c(NCc3ccccc3)ncnc21)C(=O)OC	3	-9
O=C(NCCCN1CCCC1=O)NC1CCCCC1	-3	14
O=C(O)C1=C(C(=O)O)C2C=CC1C2	-3	2
Cc1nc2nc(CSc3ccc(Cl)cc3)cc(=O)n2[nH]1	-14	2
Fc1ccccc1Cn1nnc2c(NCCc3ccccn3)ncnc21	-11	1
COc1ccc(NC(=O)c2cc(CN3C(=O)c4ccccc4C3=O)ccc2OC)cn1	16	-18

Structures from the list above that have bromine, in the order listed:
SMILES	H9c2 TAG inh	H9c2 TAG inh DAPI viability
CN(C)S(=O)(=O)c1cccc(NC(=O)COC(=O)/C=C/c2ccc(Br)o2)c1	0	7
O=C(CNC(=O)c1ccc(Br)o1)OCc1ccc(Br)cc1	11	-3
CCc1ccc([C@@H]2CC=C(C(=O)O)[C@H](c3ccc(Br)cc3)N2S(=O)(=O)c2ccc(C)cc2)cc1	2	14
COc1cc(N=Nc2ccc(Br)cc2)cc(C=O)c1O	17	-19
CCO[C@@H]1OC(C(=O)O)=C[C@H](c2ccc(Br)cc2)[C@H]1CCCO	16	1
CC(=O)Nc1ccc(NC(=O)C(C)OC(=O)CC23CC4CC(CC(Br)(C4)C2)C3)cc1 (stereo unspecified)	-4	-1
Cc1cccc(OCc2nc(-c3ccc(Br)o3)no2)c1	-5	7
